Bioassay records deposited in PubChem by National Center for Advancing Translational Sciences (NCATS).
uPA generation: qHTS for Inhibitors of Cell Surface uPA Generation. AID 540303, 2011. cell surface uPA generation assay, qHTS. Potency, µM (doses to about 38.3 µM), without a hit: top-dose activity change, negative = inhibition, usual class: inhibitors. hit rate 0.31% among 330,000; active = well fitted inhibition curve with a large enough effect; inconclusive = small, poorly fitted or top-dose-only effect; inactive = no such curve, though single readings can be large or run the other way; tested in mouse RAW 264.7 cells; also: % is scaled to controls: 0 for no effect and ±100 for the full control effect; nearly all actives have a fitted effect of over 55% in size
MBNL1-CUG inh: qHTS Assay for Inhibitors of MBNL1-poly(CUG) RNA binding. Muscleblind-like protein 1 (Homo sapiens), Q9NR56. TR-FRET MBNL1-His/biotin-(CUG)12 binding, 665/545 ratio. Potency, µM (top dose mostly 57.5 µM), for inactives: at the highest dose activity change, negative = inhibition, most hits filed as inhibitors. hit rate 0.036% among 280,000. AID 2675, 2010; active = well fitted inhibition curve with a large enough effect in the signal ratio, with a control signal flat, not every such curve was filed as active; inconclusive = small, poorly fitted or top-dose-only effect, or effect the other way, or a change in a side signal; inactive = no such curve, though single readings can be large or run the other way; the % refers to the signal ratio; also: % is scaled to controls: 0 for no effect and ±100 for the full control effect
Target sequence (Q9NR56 whole entry, looked up): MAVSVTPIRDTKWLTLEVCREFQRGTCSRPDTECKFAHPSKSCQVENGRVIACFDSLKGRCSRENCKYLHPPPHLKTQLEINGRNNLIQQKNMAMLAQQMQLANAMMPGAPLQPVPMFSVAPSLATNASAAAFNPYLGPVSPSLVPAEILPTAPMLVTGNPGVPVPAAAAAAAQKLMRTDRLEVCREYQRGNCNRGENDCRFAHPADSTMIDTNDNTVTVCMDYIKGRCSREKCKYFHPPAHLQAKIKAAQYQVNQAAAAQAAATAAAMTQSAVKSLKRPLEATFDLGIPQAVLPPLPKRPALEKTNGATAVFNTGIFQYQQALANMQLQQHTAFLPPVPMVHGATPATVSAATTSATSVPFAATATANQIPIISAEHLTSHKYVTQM
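Inhibition of protein-RNA binding appears as loss of TR-FRET between terbium anti-His antibody on MBNL1-His and streptavidin-XL665 on biotin-(CUG)12. Activity is normalized to buffer-only and uninhibited-complex controls.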
VP16 counter: VP16 counterscreen qHTS for inhibitors of ROR gamma transcriptional activity. Drosophila S2 Gal4-VP16 UAS-luciferase, luminescence, 20 h. Potency, µM (top dose mostly 53.6 µM), for inactives: at the top dose activity, negative = inhibition, actives largely listed as inhibitors. hit rate 3.5% among 310,000. AID 2546, 2010;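 also: Gal4-VP16 expression switched on by copper sulfate through the metallothionein promoter; % is scaled to controls: 0 for no effect and ±100 for the full control effect; nearly all actives have a fitted effect of over 50% in size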
Rab9 promoter act: qHTS Assay for Rab9 Promoter Activators. Huh7 Rab9 promoter-luciferase reporter, luminescence, 24 h. Potency, µM (top dose mostly 9.22 µM), for the others: top-dose activation, negative = inhibition, actives largely listed as activators. hit rate 2.8% among 320,000. AID 485297, 2010; also: % of control where 0% means no effect; nearly all actives have a fitted effect of over 60% in size
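Stable Rab9-luc Huh7, 1500 cells/well, 2 h settle; cmpd in DMSO, 24 h, 37 °C/5% CO2; luciferase reagent 10 min RT; luminescence.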
NPC1 prom act: qHTS Assay for NPC1 Promoter Activators; Huh7 NPC1 promoter luciferase reporter, 24 h; hit rate 2.4% among 320,000; Potency, µM (titrated, usually from 9.22 µM), inactives show at the top dose activation, hits mostly activators;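 also: % of control where 0% means no effect; nearly all actives have a fitted effect of over 60% in size; reporter is driven by a mutant NPC1 promoter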
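Huh7 cells stably carrying NPC1 promoter–luciferase, plated in Opti-MEM with 10% FBS for 2 h, were exposed to compound in DMSO for 24 h at 37 °C; luciferase reagent was added for 10 min and luminescence read.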
p53 reactivator: qHTS assay for re-activators of p53 using a Luc reporter; H1299 p53-A138V BP100-luciferase reporter, luminescence, 24 h; Potency, µM (series often up to 92.2 µM), without a hit: top-dose activity change, positive = activation, most hits filed as activators; hit rate 0.063% among 320,000; also: % of control where 0% means no effect; nearly all actives have a fitted effect of over 45% in size
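H1299 (p53-null), stable ts p53-A138V + BP100-Luc; 1000 cells/well, Opti-MEM/10% FBS; cpd 4 pt, 1:5; 24 h, 37 deg C, 5% CO2; detection reagent 10 min RT; luminescence.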
BRCA1 expr act: qHTS Assay to Identify Small Molecule Activators of BRCA1 Expression; MCF7-BRCA1-FFLuc reporter, luminescence, 48 h; response scale: scaled: vehicle 0%, 10 µM genistein 100%; hit rate 1.1% among 380,000; Potency, µM (series often up to 46.1 µM), without a hit: top-dose activation, hits mostly activators; also: nearly all actives have a fitted effect of over 80% in size; some results filed as inactive show a strong effect at the top dose
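48 h compound treatment of MCF7-BRCA1-FFLuc cells (phenol-red free MEM, 37 °C), then 15 min with luciferase substrate and luminescence imaging.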
FLuc modulator: qHTS profiling assay for firefly luciferase inhibitor/activator using purifed enzyme and Km concentrations of substrates (counterscreen for miR-21 project); hit rate 6.9% among 360,000; purified FLuc, Km substrates, luminescence inhibition; Potency, µM (doses to about 57.5 µM), inactives show at the highest dose activity change, negative = inhibition, most hits filed as inhibitors; Luciferin 4-monooxygenase (Photinus pyralis), P08659; AID 588342, 2011;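 also: plate controls were vehicle for no effect and reference inhibitor for full effect; nearly all actives have a fitted effect of over 55% in size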
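Purified P. pyralis luciferase, 10 nM final, with Km-level 10 uM D-luciferin and 10 uM ATP in 50 mM Tris acetate pH 7.5, 10 mM Mg acetate, 0.01% Tween-20, 0.05% BSA; 6-point qHTS titration about 60 µM downward; luminescence read.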
CXXC DNA block: qHTS Fluorescence Polarization Assay for Inhibitors of MLL CXXC domain - DNA interaction. Histone-lysine N-methyltransferase 2A (Homo sapiens), Q03164. MLL-CXXC / FITC-HOXA9 DNA fluorescence polarization. Potency, µM (series often up to 115 µM), without a hit: at the highest dose activity change, negative = inhibition, actives largely listed as inhibitors. hit rate 0.037% among 290,000; active = well fitted inhibition curve with a large enough effect in the polarisation, with a control signal flat, not every such curve was filed as active; inconclusive = small, poorly fitted or top-dose-only effect, or effect the other way, or a change in a side signal; inactive = no such curve, though single readings can be large or run the other way; the % refers to the polarisation
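Steps: dispense CXXC domain solution (7 uM) → pin compounds or unlabeled HOX-A9 DNA control → 5 min ambient → add FLSN-HOX-A9 solution (50 nM) → spin → 30 min ambient → fluorescence polarization. Tris pH 7.5/NaCl/DTT/BSA buffer.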
ELG1 genotox: qHTS screen for small molecules that induce genotoxicity in human embryonic kidney (HEK293T) cells expressing luciferase-tagged ELG1 | HEK293T ELG1-luciferase reporter, luminescence, 16 h | Potency, µM (doses to about 46 µM), without a hit: at the top dose activity change, positive = activation, actives largely listed as activators | hit rate 1.3% among 330,000 | AID 504466, 2011; also: % of control where 0% means no effect; nearly all actives have a fitted effect of over 60% in size
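Genotoxic stress is detected as increased luminescence from luciferase-tagged ELG1 in HEK293T cells, measured with ONE-Glo after a 16 hr treatment at 37 °C.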
RORg inh: qHTS for inhibitors of ROR gamma transcriptional activity | Nuclear receptor ROR-gamma (Mus musculus), P51450 | Drosophila S2 Gal4-RORgamma UAS-luciferase reporter, 20 h | Potency, µM (highest dose often 53.6 µM), for inactives: top-dose activity change, negative = inhibition, usual class: inhibitors | hit rate 5.4% among 310,000 | AID 2551, 2010; also: % is scaled to controls: 0 for no effect and ±100 for the full control effect; nearly all actives have a fitted effect of over 60% in size
Target sequence (P51450 whole entry, looked up, the tested form may be a part): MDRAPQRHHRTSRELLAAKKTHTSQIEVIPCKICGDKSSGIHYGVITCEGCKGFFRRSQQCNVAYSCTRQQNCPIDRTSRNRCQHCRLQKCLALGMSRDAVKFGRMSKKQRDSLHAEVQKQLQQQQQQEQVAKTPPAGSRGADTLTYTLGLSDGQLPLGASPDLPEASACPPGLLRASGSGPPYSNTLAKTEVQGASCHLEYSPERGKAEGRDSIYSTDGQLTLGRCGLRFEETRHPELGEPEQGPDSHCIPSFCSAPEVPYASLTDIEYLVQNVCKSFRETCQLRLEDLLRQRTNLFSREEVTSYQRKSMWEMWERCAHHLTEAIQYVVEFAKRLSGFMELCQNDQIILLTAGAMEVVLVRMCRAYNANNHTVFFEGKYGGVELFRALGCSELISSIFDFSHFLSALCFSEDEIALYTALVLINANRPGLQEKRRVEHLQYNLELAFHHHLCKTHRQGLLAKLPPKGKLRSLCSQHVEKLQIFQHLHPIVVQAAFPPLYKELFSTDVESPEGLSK
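Drosophila S2 cells stably expressing Gal4-DBD/mouse RORγ fusion under metallothionein promoter plus UAS-luciferase; compound 1 h, then 700 uM CuSO4 induction for 20 h at ambient temperature; inhibition read as reduced luminescence.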
* marks the source's active call; other numbers are inactive results; [ ] = another dose, or the depositor's remark. Unless noted, calls follow the shape of the dose curve; as a rule, active = well fitted curve in the direction sought with a large enough effect; inconclusive = small, poorly fitted or top-dose-only effect, or another doubt; inactive = no such curve, though single readings can be large; an effect the other way counts as inactive or inconclusive. Potency is read from the fitted curve at half-maximal effect. These rows are one share of the data; the hit share may differ from the screen's.

O=C(Nc1ccc2ccccc2c1)N1CCN(c2ncccc2C(F)(F)F)CC1 was read as uPA generation 0%, MBNL1-CUG inh 14%, VP16 counter -7%, Rab9 promoter act 4%, NPC1 prom act -2%, p53 reactivator 6%, BRCA1 expr act -2%, FLuc modulator -8%, CXXC DNA block 3%, ELG1 genotox -8% and RORg inh 2%.
For O=C(NC1CCCCC1)N1CCNCC1 the results were uPA generation 0%, MBNL1-CUG inh -3%, VP16 counter 12%, Rab9 promoter act -3%, NPC1 prom act -2%, p53 reactivator 13%, BRCA1 expr act 28%, FLuc modulator 0%, CXXC DNA block 3%, ELG1 genotox -1% and RORg inh 7.9µM*.
Screening CC(Oc1ccccc1)C(=O)N=C1SC2CS(=O)(=O)CC2N1c1ccc(F)cc1 (stereo not drawn) returned uPA generation -2%, MBNL1-CUG inh -7%, VP16 counter -5%, Rab9 promoter act -2%, NPC1 prom act -7%, p53 reactivator -2%, BRCA1 expr act -4%, FLuc modulator 3%, CXXC DNA block 7%, ELG1 genotox 0% and RORg inh 2%.
`CCC1=C(c2ccc(C)cc2)S(=O)(=O)N=C1N1CCC(C(=O)NCCCN2CCCCC2C)CC1` (stereo not drawn) gave uPA generation -20%, MBNL1-CUG inh 10%, VP16 counter 0%, Rab9 promoter act 3%, NPC1 prom act 2%, p53 reactivator 0%, BRCA1 expr act -23%, FLuc modulator 3%, CXXC DNA block 0%, ELG1 genotox -1% and RORg inh -13%.
CC1(C)CCCC2=C1CC1C(=O)N(Cc3cccnc3)C(=O)C1C2 (stereo not drawn) was read as uPA generation 4%, MBNL1-CUG inh 4%, VP16 counter -2%, Rab9 promoter act -2%, NPC1 prom act 2%, p53 reactivator -9%, BRCA1 expr act 2%, FLuc modulator 2%, CXXC DNA block 5%, ELG1 genotox -1% and RORg inh 0%.
Screening COc1ccc([N+](=O)[O-])cc1NC(=O)C(C)OC(=O)Cn1[nH]c(=O)c2ccccc2c1=O (stereo not drawn) returned uPA generation 1%, Rab9 promoter act -7%, NPC1 prom act 1%, p53 reactivator 2%, BRCA1 expr act 7%, FLuc modulator 0% and ELG1 genotox -5%.
`COc1ccc(C(=O)NCCc2nnc3ccc(SCC(=O)NCCc4ccc(OC)c(OC)c4)nn23)cc1` gave uPA generation -20%, MBNL1-CUG inh 9%, VP16 counter -4%, Rab9 promoter act -1%, NPC1 prom act -1%, p53 reactivator 4%, BRCA1 expr act -12%, FLuc modulator -2%, CXXC DNA block -3%, ELG1 genotox 1% and RORg inh -16%.
For CS(=O)(=O)Nc1ccccc1C(=O)NCCSCc1ccccc1 the results were uPA generation 2%, MBNL1-CUG inh 6%, VP16 counter 7%, Rab9 promoter act -2%, NPC1 prom act 0%, p53 reactivator 1%, BRCA1 expr act -2%, FLuc modulator -18%, CXXC DNA block 1%, ELG1 genotox -1% and RORg inh 15%.
CCOc1ccc(C(=O)NC(=S)NCc2cccnc2)cc1[N+](=O)[O-] was read as uPA generation -2%, MBNL1-CUG inh 20%[11.5 µM], VP16 counter -4%, Rab9 promoter act 1%, NPC1 prom act 0%, p53 reactivator -3%, BRCA1 expr act -1%, FLuc modulator 0%, CXXC DNA block 0%, ELG1 genotox -3% and RORg inh -19%.
`CC(NC(=O)C(C)N1C(=O)c2cccc([N+](=O)[O-])c2C1=O)c1ccccc1` (stereo not drawn) gave uPA generation -2%, MBNL1-CUG inh inconclusive, VP16 counter 7%, Rab9 promoter act 0%, NPC1 prom act 1%, p53 reactivator inconclusive, BRCA1 expr act 4%, FLuc modulator 2%, CXXC DNA block -5%, ELG1 genotox -11% and RORg inh -34%.
Screening O=C(C1CC=CCC1)N1CCN(S(=O)(=O)c2ccc(F)cc2)CC1 (stereo not drawn) returned uPA generation -1%, Rab9 promoter act -3%, NPC1 prom act 2%, p53 reactivator 5%, BRCA1 expr act -23%, FLuc modulator 0% and ELG1 genotox -2%.
`CCC(=O)N=c1n(C)c2ccccc2n1CCOc1ccccc1` gave uPA generation 5%, MBNL1-CUG inh -9%[11.5 µM], VP16 counter -6%, Rab9 promoter act -2%, NPC1 prom act 1%, p53 reactivator -14%, BRCA1 expr act -30%, FLuc modulator -2%, CXXC DNA block -5%, ELG1 genotox 1% and RORg inh 9%.
For COCCCNC(=S)NC1CC2CCC(C1)N2Cc1ccccc1 (stereo not drawn) the results were uPA generation 3%, MBNL1-CUG inh -11%, VP16 counter 4%, Rab9 promoter act -1%, NPC1 prom act -3%, p53 reactivator -2%, BRCA1 expr act -7%, FLuc modulator 3%, CXXC DNA block 20%, ELG1 genotox 0% and RORg inh -22%.
`COC(=O)c1ccc(NC(=O)c2ccccc2)o1` gave uPA generation -11%, MBNL1-CUG inh 3%, VP16 counter -2%, Rab9 promoter act 29%, NPC1 prom act 13%, p53 reactivator 27%, BRCA1 expr act 56%, FLuc modulator inconclusive, CXXC DNA block -5%, ELG1 genotox 2% and RORg inh 27%.
CC1SC(C)C(=O)N(CC(=O)Nc2ccc3c(c2)OCO3)C1=O (stereo not drawn) was read as uPA generation 2%, VP16 counter -10%, Rab9 promoter act -5%, NPC1 prom act -3%, p53 reactivator 1%, BRCA1 expr act 7%, FLuc modulator -17%, CXXC DNA block 5%, ELG1 genotox 1% and RORg inh -7%.
`CCc1cccc(CC)c1NC(=O)COC(=O)c1ccccc1-c1nc2ccccc2s1` gave uPA generation -3%, MBNL1-CUG inh 29%, VP16 counter inconclusive, Rab9 promoter act -5%, NPC1 prom act -1%, p53 reactivator -6%, BRCA1 expr act -56%, FLuc modulator 0%, CXXC DNA block -6%, ELG1 genotox -4% and RORg inh 43%.
CSc1cccc(NC(=S)N2CCCN(Cc3ccccc3F)C2)c1 was read as uPA generation -1%, MBNL1-CUG inh 0%, VP16 counter -11%, Rab9 promoter act -7%, NPC1 prom act -4%, p53 reactivator 11%, BRCA1 expr act -14%, FLuc modulator 7%, CXXC DNA block -3%, ELG1 genotox -6% and RORg inh inconclusive.
CC(Sc1ncc(C(F)(F)F)cc1Cl)C(=O)NC(N)=O (stereo not drawn) was read as uPA generation -5%, MBNL1-CUG inh -4%, VP16 counter -9%, Rab9 promoter act -7%, NPC1 prom act 3%, p53 reactivator -4%, BRCA1 expr act -18%, FLuc modulator 6%, CXXC DNA block 1%, ELG1 genotox 1% and RORg inh 39%.
Screening COC(=O)c1cccc(NC(=O)NC(=O)c2ccc(Cl)cc2)c1 returned uPA generation -4%, MBNL1-CUG inh -1%, VP16 counter 0%, Rab9 promoter act inconclusive, NPC1 prom act inconclusive, p53 reactivator 5%, BRCA1 expr act -23%, FLuc modulator inconclusive, CXXC DNA block -7%, ELG1 genotox inconclusive and RORg inh -44%.
Screening CCC(=O)Nc1nnc(S(=O)(=O)N(CC)c2ccc(OC)cc2)s1 returned uPA generation 4%, MBNL1-CUG inh -5%, VP16 counter -12%, Rab9 promoter act 0%, NPC1 prom act 0%, p53 reactivator 1%, BRCA1 expr act -6%, FLuc modulator 1%, CXXC DNA block 6%, ELG1 genotox 0% and RORg inh -25%.
Screening Nc1cccc(-c2nc3ccccc3[nH]2)c1 returned MBNL1-CUG inh 0%, VP16 counter -3%, Rab9 promoter act 4µM*, NPC1 prom act 2.8µM*, p53 reactivator inconclusive, BRCA1 expr act 10µM*, FLuc modulator 13µM*, CXXC DNA block -7%, ELG1 genotox inconclusive and RORg inh inconclusive.
For CCCC(CCC)=NNC(=O)CN(Cc1ccccc1)S(=O)(=O)c1ccccc1 the results were uPA generation -1%, VP16 counter 1%, Rab9 promoter act -3%, NPC1 prom act -8%, p53 reactivator 3%, BRCA1 expr act 23%, FLuc modulator 11%, CXXC DNA block -3%, ELG1 genotox -1% and RORg inh -19%.
